GSK3beta inhib: inhibitors of human GSK3beta kinase; P49841; 300,000 tested, 0.038% active; activity score (negative = inhibition), % at 10 µM; GST-GSK3beta kinase, ADP-Glo luminescence, 60 min; stronger effect = lower value;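 active = more than half of replicate wells score below -50%, meaning over 50% inhibition versus plate controls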;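 note: 0% = median DMSO wells and -100% = median GW8510 positive control wells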
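Test system: GST-tagged human GSK3beta kinase, cell-free; evaluation: activity score scaled between in-plate DMSO and GW8510 controls; measured by: ADP-Glo luminescence; incubation: 60 min reaction, RT; benchmarks: DMSO and 20 µM GW8510; reagent: peptide substrate plus 25 µM ATP (final); medium: Tris/MgCl2 kinase buffer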
RGS4 act: RGS4 potentiation or activation; 310,000 tested, 0.92% active; HEK293 M3R/inducible RGS4, carbachol calcium flux Fluo4; stronger effect = lower value; B-score at 10 µM;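 active = B-score of the integrated calcium signal more than 4 SD below the library mean, with starting fluorescence not abnormally high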;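 note: negative B-score means reduced calcium response which marks RGS4 activation or potentiation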
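Reagent: ECmax carbachol challenge; Test system: M3R-expressing HEK293 line, RGS4 induced by doxycycline; Schedule: overnight RGS4 induction, 30 min dye load 37 °C, 20 min compound RT; Detection: calcium dye Fluo4 fluorescence; Read-out: Agonist-evoked peak-minus-minimum fluorescence over baseline, integrated ratio, B score.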
KCNK3 block: human KCNK3 channel inhibition, primary screen | CHO-KCNK3 thallium flux, FluxOR fluorescence; stronger effect = lower value | B-score at 10 µM | 340,000 tested, 0.84% active | AID 602410;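 active = B-score under library mean minus 4 SD, starting fluorescence ratio at most library mean plus 5 SD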;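 note: more negative B-score means stronger inhibition of thallium flux through KCNK3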
Target sequence (O14649 whole entry, looked up): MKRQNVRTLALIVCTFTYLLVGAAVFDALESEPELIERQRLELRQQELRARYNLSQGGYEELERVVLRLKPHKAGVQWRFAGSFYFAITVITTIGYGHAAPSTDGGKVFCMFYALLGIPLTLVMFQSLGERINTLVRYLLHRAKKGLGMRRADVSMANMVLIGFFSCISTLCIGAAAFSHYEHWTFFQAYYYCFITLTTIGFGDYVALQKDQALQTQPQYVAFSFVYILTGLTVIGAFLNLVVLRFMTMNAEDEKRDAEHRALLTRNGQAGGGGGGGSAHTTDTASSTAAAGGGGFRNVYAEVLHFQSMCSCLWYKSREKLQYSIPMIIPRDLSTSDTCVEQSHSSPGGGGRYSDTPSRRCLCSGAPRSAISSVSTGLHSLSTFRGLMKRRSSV
KCNQ1 block: inhibitors of human KCNQ1 potassium channel | CHO-K1 KCNQ1, FluxOR thallium flux fluorescence; stronger effect = higher value | AID 2642 | B-score at 10 µM | P51787 | 310,000 tested, 1.3% active;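 active = compounds whose thallium flux B-score, printed positive for inhibition, exceeds three library SD while starting fluorescence stays within three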;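 note: channel opened by potassium depolarization with thallium stimulus after 20 min compound exposure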
GSK3 alpha inh: blocks human GSK-3 alpha kinase; ADP-Glo luminescence, 60 min; 320,000 tested, 0.1% active; AID 2650; inhibition, % at 10 µM; P49840;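 in the data active = inhibition above about 50%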;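 note: GST-tagged GSK-3 alpha with peptide substrate and 25 µM ATP; 0% = DMSO neutral wells and 100% = GW8510 positive control wells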
Target sequence (P49840 whole entry, looked up): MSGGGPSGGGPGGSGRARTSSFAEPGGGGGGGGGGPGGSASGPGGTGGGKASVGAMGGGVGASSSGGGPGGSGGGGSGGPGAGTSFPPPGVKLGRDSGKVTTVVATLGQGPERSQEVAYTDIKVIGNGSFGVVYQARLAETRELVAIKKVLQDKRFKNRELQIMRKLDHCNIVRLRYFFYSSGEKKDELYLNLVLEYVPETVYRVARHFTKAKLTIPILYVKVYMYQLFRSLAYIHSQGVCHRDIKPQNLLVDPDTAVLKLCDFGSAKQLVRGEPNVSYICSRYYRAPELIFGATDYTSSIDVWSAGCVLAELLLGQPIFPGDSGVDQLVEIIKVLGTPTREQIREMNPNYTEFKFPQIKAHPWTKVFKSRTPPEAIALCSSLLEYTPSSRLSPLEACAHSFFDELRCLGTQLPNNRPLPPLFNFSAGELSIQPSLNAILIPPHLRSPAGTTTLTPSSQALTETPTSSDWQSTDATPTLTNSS
PolyA inhibitor: yeast polyadenylation inhibition. S. cerevisiae SKY197-pL101 polyadenylation reporter, beta-gal luminescence; efflux-impaired pdr1/pdr3 knockout yeast; score 100 = 6 SD above DMSO. 300,000 tested, 0.02% active. calls only at 12 µM;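 active = lowest replicate activity score at least 50, where 100 means six control SD above control mean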;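 note: yeast exposed to compound for 9 h at 30 °C; higher score means more reporter readthrough which indicates perturbed polyadenylation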
RGS4 inh: human RGS4 inhibition. B-score at 10 µM. 310,000 tested, 0.45% active. HEK293 M3R/RGS4 inducible, Fluo-4 calcium flux; stronger effect = higher value; triggered by carbachol at its EC20. P49798;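 active = B-score, a plate-corrected calcium signal, over three deviations above library mean, with baseline fluorescence within five deviations of library mean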;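 note: RGS4 expression induced by doxycycline in cells with stable M3 receptor; B-score is computed from the integrated fluorescence ratio over baseline after carbachol; higher B-score means a larger calcium signal and so more RGS4 inhibition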
Target sequence (P49798 whole entry, looked up): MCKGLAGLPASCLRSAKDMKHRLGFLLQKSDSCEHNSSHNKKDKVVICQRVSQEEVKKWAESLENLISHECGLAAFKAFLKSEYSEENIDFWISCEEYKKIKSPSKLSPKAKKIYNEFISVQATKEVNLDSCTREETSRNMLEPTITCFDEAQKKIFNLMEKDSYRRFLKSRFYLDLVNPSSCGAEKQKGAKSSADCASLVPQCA
hERG rescue: compounds protecting human hERG from proarrhythmic drug block | Q12809 | CHO-hERG, FluxOR thallium flux, dofetilide IC70 present | activation (rescue from dofetilide block), less the hit threshold, % at 10 µM | 310,000 tested, 0.51% active | AID 1511;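 active = activation above the mean of controls blocked by dofetilide plus 5 SD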;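 note: thallium influx through hERG after potassium depolarization seen as dye fluorescence rise; in these data hits start at about 4.7%; inactives centre near -7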
DYRK1A inh: blocks rat Dyrk1A kinase activity | ADP-Glo luminescence, NFATc1 peptide | inhibition, % at 12.5 µM | 310,000 tested, 0.43% active; in the data active = inhibition above about 50%;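 note: plate controls were vehicle with enzyme for no effect and no enzyme for full effect; many of its hits are not listed in these tables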
KCNQ1 act: human KCNQ1 channel potentiation or activation; CHO-K1 KCNQ1, thallium flux FluxOR fluorescence; stronger effect = higher value; B-score at 10 µM; 310,000 tested, 0.35% active;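 active = fluorescence ratio B-score, a plate-corrected score, at least three library SD, with initial intensity B-score within 5 SD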
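Schedule – 37 °C overnight plating, 90-min dark dye load, 20-min compound pretreatment · System – stable KCNQ1 CHO-K1 line · Probe or stimulus – thallium- and potassium-containing depolarizing buffer · Measured by – kinetic FluxOR fluorescence, 10 s baseline plus 110 s post-stimulus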
KCNK9 block: human KCNK9 channel inhibition. B-score at 10 µM. AID 488922. 310,000 tested, 1.2% active. Q9NPC2. HEK293 KCNK9, FluxOR thallium flux fluorescence; stronger effect = lower value;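 active = ratio B-score over 3 SD below the library mean, with starting fluorescence within 5 SD of its mean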;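 note: negative B-score means less thallium flux so channel inhibition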
* marks the source's active call; other numbers are inactive results; i = inactive; / = no result given. These rows are one share of the data; the hit share may differ from the screen's.

SMILES | GSK3beta inhib | RGS4 act | KCNK3 block | KCNQ1 block | GSK3 alpha inh | PolyA inhibitor | RGS4 inh | hERG rescue | DYRK1A inh | KCNQ1 act | KCNK9 block
O=C(OCC(=O)N1CCN(c2ccccc2)CC1)c1ccccc1NCCO | 0 | i | i | i | -3 | i | i | -16 | 9 | i | i
Cc1ccc(Nc2nc(C(=O)N3CCC(C(=O)NCCN4CCOCC4)CC3)cs2)cc1 | 0 | i | i | i | 0 | i | i | -9 | 0 | i | i
O=C(NC(=S)Nc1ccccc1Br)c1ccco1 | -3 | i | i | i | -1 | i | i | 3 | 2 | 9* | i
COc1ccc(-c2nc(SC(C)C(=O)NCC3CCCO3)n[nH]2)cc1 (stereo not drawn) | 2 | i | i | i | -2 | i | i | -14 | -3 | i | i
O=C(NCCNC(=O)c1ccccn1)c1ccccc1 | 0 | i | i | i | 1 | i | i | -6 | -4 | i | i
O=C(CSc1nnc(-c2cccnc2)o1)Nc1ccc(Cl)cc1 | 0 | i | i | i | -2 | i | i | -8 | 8 | i | i
CCOc1ccc(S(=O)(=O)N2CCCCC2)cc1NC(=O)C1CSC2(C)CCC(=O)N12 (stereo not drawn) | -1 | i | i | i | -2 | i | i | -10 | 0 | i | i
Cc1c(C(=O)NCC2CCCO2)oc2ccc3c(c12)C(=O)CC(C)(C)O3 (stereo not drawn) | 0 | i | i | i | 1 | i | i | -11 | 8 | i | i
Cc1ccc(/C=N/N2CCN(c3ccccn3)CC2)cc1 | 3 | i | i | i | -7 | i | i | -11 | 3 | i | i
O=C(CSc1ccc(Cl)cc1)N1CCOCC1 | 1 | i | i | i | -2 | i | i | -3 | 10 | i | i
Cc1c(C(=O)Nc2ccc(F)c(F)c2)oc2ccc(S(=O)(=O)N3CCCCC3)cc12 | 0 | i | -10* | i | -3 | i | i | -4 | / | i | i
CCOC(=O)c1c(NC(=O)/C=C/C(=O)O)sc(C)c1-c1ccc(C)c(C)c1 | -1 | i | i | i | -10 | i | i | -24 | 18 | i | i
Cc1ccccc1NC(=O)CSc1ccc(-c2ccc(-n3cccn3)cc2)nn1 | 4 | i | i | i | -1 | i | i | -9 | -1 | i | i
Cc1ccc(C(=O)Cn2c(NCCO)nc3ccccc32)cc1 | 3 | i | i | i | 1 | i | i | -11 | 0 | i | i
O=C(Cn1cccc1)Nc1ccc(F)cc1F | -1 | i | i | i | -1 | i | i | -14 | 0 | i | i
CC(=O)c1cccc(OCC(O)CN2CCN(C(=O)c3ccco3)CC2)c1 (stereo not drawn) | -1 | i | i | i | -1 | i | i | -6 | -3 | i | i
O=C(CNC(=O)c1ccccc1)OCCOc1cccc(Cl)c1 | 1 | i | i | i | -2 | i | i | -16 | 4 | i | i
COC(=O)Cc1c(C)nc2nc(-c3cccnc3)[nH]n2c1=O | -1 | i | i | i | 2 | i | i | -4 | 0 | i | i
C=CCO/N=C(/C)c1ccc(Oc2cnccn2)cc1 | -3 | i | i | i | -3 | i | i | -11 | 5 | i | i
Cc1ccc(S(=O)(=O)N2CCN(C(=O)c3c(-c4ccccc4)noc3C)CC2)c(C)c1 | -4 | i | i | i | 0 | i | i | -2 | -8 | i | i
COc1ccc(-c2cc(=O)oc3c(C)c(OCC(=O)NCC4CCC(C(=O)O)CC4)ccc23)cc1 (stereo not drawn) | 0 | i | i | i | 0 | i | i | -9 | 9 | i | i
CCCC(=O)Nc1nnc(/C=C/c2ccc(OC)cc2)s1 | 1 | i | i | i | -1 | i | i | -3 | 5 | i | i
CCC1CCCCN1CCCNC(=O)c1ccc2c(=O)n(CCOC)c(=O)[nH]c2c1 (stereo not drawn) | / | i | i | i | -1 | i | i | -7 | 3 | i | i
CC1CC(C)CN(CCC(=O)Nc2ccc3c(c2)CCC3)C1 (stereo not drawn) | 2 | i | i | i | 0 | i | i | -9 | 2 | i | i
Cc1ccc(OCCn2nc3ccccc3n2)c(C)c1 | -2 | i | i | i | -2 | i | i | -2 | 5 | i | i
O=C(NCCCNC(=O)c1ccccc1Cl)c1cnccn1 | 0 | i | i | i | 0 | i | i | -10 | -4 | i | i
C#CCOCCOCCOCCNc1nc(N2CCN(C(=O)C(CCC(=O)O)n3cc(C(N)CC(C)C)nn3)CC2)nc(N2CCN(C(=O)C(Cc3cc4ccccc4[nH]3)n3cc(C(N)Cc4ccc(O)cc4)nn3)CC2)n1 (stereo not drawn) | 0 | i | i | i | -3 | i | i | -6 | 26 | i | i
CN(C)/C=C1\C(=O)N(c2ccc([N+](=O)[O-])cc2)N=C1c1ccccc1 | 3 | i | i | i | 0 | i | i | -14 | 0 | i | i
Cc1cc2c(cc(C(=O)OCC(=O)NCc3cccs3)n2C(C)C)o1 | 2 | i | i | i | -2 | i | i | -2 | 4 | i | i
COc1ccc(CCNC(=S)Nc2ccc(C)cc2C)cc1 | 0 | i | i | i | -1 | i | i | -5 | / | i | i
CCNCC(=O)Nc1ccc(N2CCOCC2)cc1 | 3 | i | i | i | -1 | i | i | -15 | -5 | i | i
O=C(OCC(=O)N1CCOCC1)c1c(Cl)ccc(Cl)c1Cl | 1 | i | i | i | -1 | i | i | -9 | 4 | i | i
Nc1nonc1-n1nnc(C(=O)N/N=C/c2ccccc2Cl)c1COc1ccc(F)cc1 | 1 | i | i | i | -2 | i | i | -7 | 7 | i | i
CC(C)N=C(NS(=O)(=O)NC(=O)c1ccccc1)c1ccccc1 | 1 | i | i | i | 0 | i | i | -12 | 0 | i | i
CC1CCC(NC(=O)c2ccc(CNc3c(NC4CCCCC4)c(=O)c3=O)cc2)CC1 (stereo not drawn) | 0 | i | i | i | 0 | i | i | -1 | 5 | i | i
Cc1ccc(OCC(=O)Nc2ccc(S(=O)(=O)Nc3cc(C)nc(C)n3)cc2)cc1 | -1 | i | i | i | -4 | i | i | -4 | 2 | i | i
CCN(CC)CCC(=O)Nc1cccc2c1C(=O)c1ccccc1C2=O | -3 | i | i | i | 3 | i | i | -5 | 27 | i | i
CCOC(=O)c1c(C)nsc1NC(=O)C1CCCCC1 | 4 | i | i | i | 0 | i | i | -9 | 6 | i | i
COc1ccccc1CCNC(=O)COc1cccc2c1OC(C)(C)C2 | -3 | i | i | i | 0 | i | i | -15 | 14 | i | i
CCN(C(=O)CN1C(=O)COc2ccc(S(=O)(=O)N3CCOCC3)cc21)c1ccc(OC)cc1 | -3 | i | i | i | 1 | i | i | -8 | / | i | i
COC(=O)Cc1ccc(NC(=O)c2ccc(C)c(C)c2)cc1 | 1 | i | i | i | -1 | i | i | -6 | 7 | i | i
Cc1cc(C)nc(NS(=O)(=O)c2ccc(NC(=O)Nc3ccccc3F)cc2)n1 | 0 | i | i | i | 1 | i | i | -13 | / | i | i
O=S(=O)(NCC(c1ccc2c(c1)OCO2)N1CCOCC1)c1ccc(F)cc1 (stereo not drawn) | -3 | i | i | i | / | i | i | -3 | 9 | i | i
COc1cc(OC)cc(C(=O)Nc2ccccc2-c2nnn(CC(N)=O)n2)c1 | -1 | i | i | i | / | i | i | -6 | 4 | i | i
Cc1cc(NC(=O)CSc2nnc(-c3cccnc3)n2N)no1 | 5 | i | i | i | / | i | i | -7 | / | i | i
COc1cccc(/C=N/NC(=O)C(c2ccncc2)N2CCOCC2)c1 (stereo not drawn) | 5 | i | i | i | 2 | i | i | -5 | / | i | i
CCOC(=O)C1CCCN(CCC(=O)Nc2c(C(=O)OC)[nH]c3cc(OC)ccc23)C1 (stereo not drawn) | 0 | i | i | i | 0 | i | i | -12 | -5 | i | i
CCCNC(=O)c1cc(C)no1 | -1 | i | i | i | -2 | i | i | -7 | 2 | i | i
O=C(NCc1ccc(F)cc1)C(=O)NCC1OCCN1C(=O)c1cccs1 (stereo not drawn) | -5 | i | i | i | -2 | i | i | -1 | -3 | i | i
CCS(=O)(=O)c1ccc(Sc2nncn2C)c([N+](=O)[O-])c1 | / | i | i | i | -1 | i | i | -4 | 13 | i | i

Grouped by structure: the compounds so far containing two or more sulfur atoms.
SMILES | GSK3beta inhib | RGS4 act | KCNK3 block | KCNQ1 block | GSK3 alpha inh | PolyA inhibitor | RGS4 inh | hERG rescue | DYRK1A inh | KCNQ1 act | KCNK9 block
CCOc1ccc(S(=O)(=O)N2CCCCC2)cc1NC(=O)C1CSC2(C)CCC(=O)N12 (stereo not drawn) | -1 | i | i | i | -2 | i | i | -10 | 0 | i | i
CCS(=O)(=O)c1ccc(Sc2nncn2C)c([N+](=O)[O-])c1 | / | i | i | i | -1 | i | i | -4 | 13 | i | i

The list continues.
SMILES | GSK3beta inhib | RGS4 act | KCNK3 block | KCNQ1 block | GSK3 alpha inh | PolyA inhibitor | RGS4 inh | hERG rescue | DYRK1A inh | KCNQ1 act | KCNK9 block
O=C(NCc1cccc(Cl)c1)C1CCN(c2nnc(N3CCCC3=O)s2)CC1 | 0 | i | i | i | -2 | i | i | -9 | -1 | i | i
Cc1cc(C)n(-c2nc3ccccc3nc2Nc2ccc3[nH]c(=O)[nH]c3c2)n1 | 0 | i | i | i | 0 | i | i | 0 | 0 | i | i
O=c1cc(CO)[nH]cc1OCc1ccccc1 | 8 | i | i | i | 1 | i | i | -11 | -16 | i | i
Fc1ccc(Nc2nc(-c3ccncc3)nc3ccccc23)cc1F | 2 | i | i | i | -2 | i | i | -6 | 3 | i | i
CCOC(=O)COc1ncn(-c2ccccc2)n1 | 0 | i | i | i | -2 | i | i | -8 | 2 | i | i
CC1CCN(S(=O)(=O)c2cn(CC(=O)Nc3cccc(C#N)c3)cn2)CC1 | -1 | i | i | i | -5 | i | i | -11 | 10 | i | i
COc1ccc(C(=O)NN(C)c2nc(C(F)(F)F)nc3ccccc23)cc1 | 3 | i | i | i | -1 | i | i | -7 | -1 | i | i
CCCCNC(=O)Cn1cnc2ccc(S(=O)(=O)N3CCC(C)CC3)cc2c1=O | -1 | i | i | i | 10 | i | i | -6 | -5 | i | i
Cc1cc(C(=O)CN2C(=O)NC3(CCCCC3)C2=O)c(C)n1Cc1ccco1 | -1 | i | i | i | -3 | i | i | -8 | -1 | i | i
CCCCCCCCC(=O)N/N=C/c1cccc(Br)c1 | 1 | i | i | i | 0 | i | i | -7 | -1 | i | i
COc1ccc(CCN(C)C(=O)c2c(C)nn(-c3ccccc3)c2C)cc1OC | 0 | i | i | i | 3 | i | i | -8 | 1 | i | i

Compound activity deposited in PubChem by several laboratories.
